BoNT A protease = BoNT/A light chain protease inhibitors, primary screen, biochemical, flow cytometry, MLPCN library | Botulinum neurotoxin type A light chain protease (Clostridium botulinum A str. ATCC 3502) | inhibition, % at 10 µM | 360,000 tested, 0.17% active | multiplex microsphere protease substrate cleavage; further: plate controls were buffer without enzyme for full effect and enzyme alone for no effect
Anthrax LF inh2 = Bacillus anthracis LF protease inhibitors, primary screen, biochemical, multiplex microsphere, MLPCN library. multiplex microsphere protease cleavage assay. inhibition, % at 10 µM. 360,000 tested, 0.12% active. AID 588501, 2011; further: plate controls were buffer without enzyme for full effect and enzyme alone for no effect
Target sequence (P15917 whole entry, looked up): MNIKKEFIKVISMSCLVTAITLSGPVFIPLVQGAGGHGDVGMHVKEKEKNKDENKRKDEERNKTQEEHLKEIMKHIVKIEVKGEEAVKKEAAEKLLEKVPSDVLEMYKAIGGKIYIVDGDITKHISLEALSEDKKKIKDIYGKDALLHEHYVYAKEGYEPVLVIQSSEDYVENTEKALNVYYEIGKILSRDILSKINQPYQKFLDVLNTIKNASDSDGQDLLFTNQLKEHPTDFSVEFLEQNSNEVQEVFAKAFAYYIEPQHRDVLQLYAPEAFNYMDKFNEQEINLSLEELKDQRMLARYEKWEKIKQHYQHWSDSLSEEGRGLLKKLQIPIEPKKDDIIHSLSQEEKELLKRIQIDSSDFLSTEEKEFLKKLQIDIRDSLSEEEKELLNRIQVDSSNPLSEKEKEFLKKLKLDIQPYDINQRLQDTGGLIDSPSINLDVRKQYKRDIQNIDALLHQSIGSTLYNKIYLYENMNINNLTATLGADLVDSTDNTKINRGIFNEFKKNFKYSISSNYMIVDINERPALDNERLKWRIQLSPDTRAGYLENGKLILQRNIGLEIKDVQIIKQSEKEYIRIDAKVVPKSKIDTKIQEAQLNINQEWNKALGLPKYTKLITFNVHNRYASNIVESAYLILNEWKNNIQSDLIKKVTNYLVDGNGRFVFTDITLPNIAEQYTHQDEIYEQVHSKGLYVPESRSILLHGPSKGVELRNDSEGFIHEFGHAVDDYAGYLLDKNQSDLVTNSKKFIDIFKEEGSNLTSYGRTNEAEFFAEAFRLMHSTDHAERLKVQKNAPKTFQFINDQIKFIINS
PfHsp40 yeast = rescue of yeast from PfHsp40 toxicity, primary screen, S. cerevisiae, ATP luminescence | S. cerevisiae expressing PfHsp40, growth rescue | growth rescue, % at 12.5 µM | 340,000 tested, 0.68% active | AID 504582, 2011; in the data active means growth rescue above about 28%, passing the limit was not always enough; inconclusive means no clear call, values can overlap the other calls;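 further: yeast W303a lacking pdr1 and pdr3 grown in galactose medium; growth measured after three days at 30 °C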
Mtb BioA inh = M. tuberculosis BioA enzyme inhibitors, primary screen, biochemical, plate reader, single point, HTS | 7,8-diaminopelargonic acid synthase BioA (Mycobacterium tuberculosis) | purified M. tuberculosis BioA enzyme | inhibition, % at 9.99 µM | 360,000 tested, 0.096% active; in the data active means inhibition above about 40%; inconclusive means no clear call, values can overlap the other calls
BoNT-F LC inh = BoNT/F light chain protease inhibitors, primary screen, biochemical, flow cytometry, MLPCN library. Botulinum neurotoxin type F light chain protease (Clostridium botulinum). Multiplex microsphere protease cleavage assay. inhibition, % at 10 µM. 360,000 tested, 0.22% active. AID 588497, 2011; in the data active means inhibition above about 35%, passing the limit was not always enough; inconclusive means no clear call, values can overlap the other calls; further: plate controls were buffer without enzyme for full effect and enzyme alone for no effect
GDH-TPI inh = GDH-TPI coupling enzyme inhibitors, primary screen, artefact control for M. tuberculosis FBA inhibitor project, biochemical, absorbance, full deck; GDH-TPI coupled enzyme counterscreen, NADH absorbance; 360,000 tested, 1.2% active; inhibition, % at 4.8 µM; in the data active means inhibition above about 30%;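 further: 0% = DMSO wells and 100% = wells lacking the enzyme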
Mtb FBA inh = Mtb FBA enzyme inhibitors, primary screen, biochemical, fluorescence, strain H37Rv; Fructose-bisphosphate aldolase (Mycobacterium tuberculosis (strain ATCC 25618 / H37Rv)), …; AID 588726, 2011; purified M. tuberculosis FBA, fluorescence read-out; inhibition, % at 1 µM; 360,000 tested, 2.3% active; in the data active means inhibition above about 27%;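 further: 0% = vehicle and 100% = reference inhibitor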
Target sequence (P9WQA3 whole entry, looked up): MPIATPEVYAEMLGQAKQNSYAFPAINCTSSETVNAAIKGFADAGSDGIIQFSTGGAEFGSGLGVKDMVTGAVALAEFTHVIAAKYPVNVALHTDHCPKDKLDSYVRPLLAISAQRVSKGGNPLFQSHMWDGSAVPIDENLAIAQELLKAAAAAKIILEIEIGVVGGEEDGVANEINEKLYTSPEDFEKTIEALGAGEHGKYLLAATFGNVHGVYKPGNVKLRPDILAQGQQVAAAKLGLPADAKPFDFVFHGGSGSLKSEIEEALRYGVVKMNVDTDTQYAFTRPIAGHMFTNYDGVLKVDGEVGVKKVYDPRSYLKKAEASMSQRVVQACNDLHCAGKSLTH
FadD28 FP inh = inhibitors of FadD28 bisubstrate probe binding, primary screen, biochemical, fluorescence polarization, single point; Mycobacterium tuberculosis FadD28 fatty-acid-AMP ligase; inhibition, % at 12.5 µM; 360,000 tested, 0.22% active; AID 588549, 2011; in the data active means inhibition above about 8.5%, passing the limit was not always enough; inconclusive means no clear call, values can overlap the other calls
UGM FP inh = M. tuberculosis UGM enzyme inhibitors, primary screen, biochemical, fluorescence polarization, single point | 320,000 tested, 0.06% active | AID 504406, 2011 | purified UGM, fluorescence polarization probe displacement | inhibition, % at 10 µM | UDP-galactopyranose mutase (Mycobacterium tuberculosis (strain ATCC 25618 / H37Rv)), …; in the data active means inhibition above about 10%, passing the limit was not always enough; inconclusive means no clear call, values can overlap the other calls
* marks the source's active call; other numbers are inactive results; u = inconclusive; x = not tested or not shown; + = active, no number; & = joins results of further samples. Unless noted, no stated cut-off is given here; in the data, active means inhibition above about 30%; inconclusive means no clear call, values can overlap the other calls; inactive means below that.

The line under a structure holds: BoNT A protease	Anthrax LF inh2	PfHsp40 yeast	Mtb BioA inh	BoNT-F LC inh	GDH-TPI inh	Mtb FBA inh	FadD28 FP inh	UGM FP inh
- S=C(N1CCCCCC1)N1CC1
 : -0.3	-3	-1.1	-1.3	-12	12	1	-0.8	x
- COc1ccc(CNc2nn3c(-c4cccc(C(=O)N(C)C)c4)cnc3s2)cc1
 : -0.5	-4	x	3.7	-1	11	2	-2.8	x
- C[C@H]1CN([C@@H](C)CO)S(=O)(=O)c2ccc(Br)cc2O[C@@H]1CN(C)C(=O)Cc1ccccc1
 : -0.4	-10	x	-0.4&-1.3	-2	-9	1	-4.3	x
- O=C(OC1Cn2c(=O)ccc(=O)n2C1)c1ccccc1
 : -0.5	-1	0.6	-0.7	-2	7	1	-1.7	-1.3
- O=C(Nc1ccc(Oc2cccnc2)cc1)C1CCN(Cc2cc(Cl)ccc2O)CC1
 : -0.2	-2	1.9	0.3	0	12	4	1.6	1.1
- CCOC(=O)N1CCN(C(=O)CSc2nnc(-c3ccc(C(C)(C)C)cc3)o2)CC1
 : -0.8	-9	-1.4	-1.0	-3	3	-1	-2.9	1.9
- CCOCCCn1c(SCC(=O)Nc2cc(OC)ccc2OC)nc2ccccc2c1=O
 : 1.2	-3	2.6	2.1	0	3	1	-1.1	-1.0
- Cc1cc(/C=C(\C#N)C(=O)NCc2ccco2)c(C)n1C1CCCC1
 : -0.7	-9	0.4	0.3	-2	-2	2	-2.2	-4.6
- CS(=O)(=O)c1ccc(C(=O)NNC(=O)c2cccs2)cc1
 : -0.9	-1	-0.1	0.3	-5	11	-1	-0.4	1.4
- N/C(=N\OC(=O)c1ccc2c(c1)OCO2)c1ccncc1
 : -0.3	0	0.1	-3.3	-1	-10	-2	-3.6	-1.2
- FC(F)(F)c1nc2ccccc2nc1N/N=C/c1c(Cl)cccc1Cl
 : -0.3	-1	-2.1	0.2	-10	12	0	-3.9	-1.0
- COC(=O)c1sccc1NC(=O)Nc1cccc(C)c1
 : 0.3	-1	0.2	x	-4	2	-2	-3.0	-0.3
- O=C(COc1ccc(F)cc1)Nc1nc2c(s1)CCCC2
 : -0.5	-6	-0.1	0.5	-4	0	3	-2.8	2.4
- Cc1ccc2nc3c(c(C(=O)OC4CCOC4=O)c2c1)CCCC3 (configuration not stated)
 : -0.4	2	-1.1	0.0	-2	-2	21	-1.1	1.0
- CCOC(=O)CNS(=O)(=O)CCN1C(=O)c2ccccc2C1=O
 : -2.6	-1	6.3	2.3	-22	-1	4	-0.3	2.7
- Cc1cc(C)n2nc(SCC(=O)N(CC(C)C)c3c(N)n(CC(C)C)c(=O)[nH]c3=O)nc2n1
 : -1.1	-6	1.6	x	-3	-4	1	-1.0	-0.8
- COc1ccc(NC(=S)NC(=O)/C=C/c2ccco2)cc1
 : -0.7	-4	1.0	x	-1	15	-1	-1.8	2.4
- CCCn1c(=O)c(C(=O)Nc2ccccc2N)c(O)c2ccccc21
 : -0.1	-2	x	1.8	-4	-3	7	-2.3	x
- COc1cc(OC)cc(C(=O)NNC(=O)CCCOc2ccccc2)c1
 : 0.2	-5	0.2	0.0	-2	-15	-1	-6.9	-0.1
- COc1ccc(-c2ccc(C#N)c(SCC(=O)OCc3ccccc3)n2)cc1OC
 : 0.3	-7	-0.4	-1.0	2	23	+	-3.8	-0.6
- COc1ccc(NC(=O)Cn2cnc3c(cnn3-c3ccc(C)c(C)c3)c2=O)c(OC)c1
 : -0.6	3	2.5	-0.7	1	-8	0	-2.7	-3.3
- COc1ccccc1C(=O)NCCC(=O)NCC(c1ccco1)N1CCCCC1 (configuration not stated)
 : 6.4	0	-1.4	x	-1	1	0	0.0	1.6
- CC(=O)Nc1cccc(C(=O)NN2C(=O)NC3(CCC(C)CC3)C2=O)c1 (configuration not stated)
 : 0.1	-7	x	-4.5	1	13	3	0.7	x
- N/C(=N\OC(=O)c1ccc2ccccc2c1)c1ccccn1
 : 0.5	0	-1.9	8.0	0	9	-3	-3.2	-2.3
- CCOc1cc(C(=O)NC(C)C2CCCO2)cc(OCC)c1OCC (configuration not stated)
 : 0.1	4	-1.7	-0.7	2	5	-1	-0.7	-0.5
- C[C@@H]1CCC[C@@]2(O[C@@H](CCO)C[C@H](O)[C@H]2O)O1
 : 0.0	2	-0.7	-0.3	-6	9	4	-1.8	-0.7
- CCOc1cccc(CNc2ccc(O)cc2)c1OCc1ccc(Cl)cc1Cl
 : -0.2	-4	0.3	1.6	-17	5	-2	-3.5	0.4
- Cc1ccc(S(=O)(=O)N2CCN(C(=O)c3ccc(OCc4c(C)noc4C)cc3)CC2)cc1
 : 0.8	0	-0.8	0.7	-2	-4	-7	-2.7	-1.3
- COCCCNC(=S)N1CCCN(c2nc3c(C)c(C)ccc3cc2C#N)CC1
 : 1.9	-1	0.1	x	0	1	5	-3.4	1.0
- Cc1ccnc2ccc(SC(F)(F)F)cc12
 : -0.7	-1	-0.6	-1.1	-6	-4	0	-4.7	-0.4

Another view of part of the listing above.
| compound | BoNT A protease | Anthrax LF inh2 | PfHsp40 yeast | Mtb BioA inh | BoNT-F LC inh | GDH-TPI inh | Mtb FBA inh | FadD28 FP inh | UGM FP inh |
| --- | --- | --- | --- | --- | --- | --- | --- | --- | --- |
| O=C(OC1Cn2c(=O)ccc(=O)n2C1)c1ccccc1 | -0.5 | -1 | 0.6 | -0.7 | -2 | 7 | 1 | -1.7 | -1.3 |
| O=C(Nc1ccc(Oc2cccnc2)cc1)C1CCN(Cc2cc(Cl)ccc2O)CC1 | -0.2 | -2 | 1.9 | 0.3 | 0 | 12 | 4 | 1.6 | 1.1 |

(further entries)
The line under a structure holds: BoNT A protease	Anthrax LF inh2	PfHsp40 yeast	Mtb BioA inh	BoNT-F LC inh	GDH-TPI inh	Mtb FBA inh	FadD28 FP inh	UGM FP inh
- O=C(NN1CCOCC1)c1cc(Cl)ccc1Cl
 : -0.3	6	0.0	-0.9	8	5	1	-0.6	-3.6
- COc1ccccc1C(O)P(=O)(OC(C)C)c1ccc(N(C)C)cc1 (configuration not stated)
 : 2.0	-1	0.4	1.1	-2	9	-1	-1.6	-0.2
- COc1ccc(C2=COc3ccccc3C(=O)N2)cc1
 : -0.1	-7	1.5	0.1	-2	-3	5	-2.4	1.5
- COC(=O)CC1NCCc2cc(OC)c(OC)cc21 (configuration not stated)
 : -0.3	-2	1.6	x	-3	-5	3	-2.9	0.5
- COc1cccc(C(=O)N/N=c2\oc3c(OC)cccc3cc2C(=O)NCc2ccccc2)c1
 : -0.6	1	-0.8	x	-19	1	-2	-1.6	-0.5
- CCOC(=O)N1CCN(c2ccccc2O)CC1
 : 1.7	-1	0.2	-0.4	u	-14	-14	-4.5	2.1
- COc1ccc(-c2cn3cccnc3n2)cc1NC(=O)CC(C)C
 : 0.5	-2	0.0	-0.7	0	23	20	-1.0	-0.2
- C/C(=N\NC(=O)c1cc2ccccc2cc1O)c1cccs1
 : -0.1	4	2.5	x	-5	26	-1	0.8	0.5
- CC(C)CN(C(=O)CN(C)CC(=O)Nc1ccccc1C#N)c1c(N)n(CC(C)C)c(=O)[nH]c1=O
 : 0.1	-2	1.9	0.3	0	-12	-1	-2.3	-1.3
- O=C(COc1ccc(S(=O)(=O)NC2CCCC2)cc1)N1CCCCC1
 : 2.7	-1	-1.6	-0.7	6	-3	0	-0.4	-1.5
- COc1ccccc1N1CC(C(=O)Nc2nnc(SCc3cccnc3)s2)CC1=O (configuration not stated)
 : 1.1	1	0.6	0.1	1	-5	5	-1.2	-1.0
- CSCCC(NC(=O)c1cccc([N+](=O)[O-])c1)C(=O)OCC(=O)N1CCCC1=O (configuration not stated)
 : 0.2	1	1.6	0.4	7	9	0	2.1	3.1
- COc1cc(NC(=S)NC2CC(C)(C)NC(C)(C)C2)c(OC)cc1Cl
 : -0.3	-2	-2.5	x	-4	11	2	-0.4	-0.2
- C=C(C)CN=CC1(C)CCC(C)=CO1 (configuration not stated)
 : 0.1	-7	-1.9	-1.2	-10	5	1	x	x
- OC(c1ccc(F)c(F)c1)c1nc(-c2cccs2)cs1 (configuration not stated)
 : -0.1	-13	x	0.0	-8	0	-1	-3.1	x
- CC1(C)CC(=O)C(C(C2=C(O)CC(C)(C)CC2=O)c2cccs2)C(=O)C1 (configuration not stated)
 : -0.7	-5	-1.1	1.0	-11	-4	3	-2.1	x
- CN(C(=O)COC(=O)c1ccc(CN2CCCC2=O)cc1)c1ccccc1
 : 0.5	1	1.1	-3.8	2	-1	4	0.6	-1.8
- O=C(N/N=C/c1cccc(Oc2ccccc2)c1)c1cc[n+]([O-])cc1
 : -0.1	1	0.2	x	-3	14	-3	-7.5	-0.3
- CC(=O)Nc1ccc(NC(=O)CN(c2cccc(C(C)=O)c2)S(C)(=O)=O)cc1
 : -0.1	-4	-0.2	x	1	-7	-7	-2.2	-4.1
- Cc1cc(C)nc(N2C(=O)CC(Cc3ccccc3)C2=O)n1 (configuration not stated)
 : u	u	-0.7	1.2	u	14	1	-1.8	-2.6
- CC(=O)N1CCN(c2ccc(NC(=O)c3cccc(C)c3)cc2)CC1
 : 0.1	-2	0.1	-3.3	-29	21	-1	-1.6	1.5
- CCc1nnc(-n2nc(C)cc2-c2ccccc2)n1N
 : 0.4	-2	-0.7	0.6	-7	6	9	3.1	0.7
- CC1(C(=O)NS(C)(=O)=O)CCN1C(=O)Cc1ccc(-c2ccccc2)cc1 (configuration not stated)
 : 0.0	0	x	0.1	1	-5	-3	-2.1	x
- COC(=O)C1=C(c2ccc(F)cc2F)C[C@@H]2CC[C@H]1N2C(=O)NCCOc1ccc(OC)cc1
 : -0.4	-8	0.7	0.4	-7	15	5	-1.2	0.3
- O=C(COC(=O)/C=C/c1ccccc1Cl)NC1CCCCCC1
 : -0.5	1	-0.5	-0.3	0	0	-1	2.1	-1.5
- CCCCNC(=O)/C(C#N)=C/c1cccnc1
 : 0.0	-1	-0.4	x	-1	3	0	1.7	-1.9
- CSc1nccc(-c2c(-c3ccc(Cl)cc3)noc2C)n1
 : 0.3	13	4.5	1.2	u	-5	1	-1.3	3.8
- CCOC(=O)N1CCN(S(=O)(=O)c2ccc(C(=O)N(CCN(CC)CC)c3nc4c(C)cccc4s3)cc2)CC1
 : -1.2	1	-1.3	-0.1	-10	3	0	-4.7	5.9
- COC(=O)c1cc(NS(=O)(=O)c2ccc(N3CCOCC3)c(N)c2)cc(C(=O)OC)c1
 : 0.3	-2	-2.0	-0.7	-3	10	0	-2.2	1.0
- COC(=O)c1cn(C(=O)c2cc(Cl)ccc2Cl)c2ccccc12
 : -4.9	6	-1.2	-1.8	-5	7	1	-1.4	1.8
- Cc1ccc(C(=O)O/N=C(\N)c2ccccn2)cc1Cl
 : x	x	-0.8	-2.1	x	2	2	-1.5	0.2
- Clc1ncn(C23CC4CC(CC(C4)C2)C3)n1
 : -1.4	-2	-1.1	-3.1	-20	0	-2	-3.3	1.4
- Cc1cccc(N2CCN(C(=O)c3ccc(-n4cncn4)c([N+](=O)[O-])c3)CC2)c1C
 : -0.1	0	4.2	2.7	-3	6	-1	0.4	2.4
- COc1cccc(/C(=N/O)C2CC2c2ccc(Cl)cc2)c1 (configuration not stated)
 : -0.6	1	5.2	x	0	1	-2	-4.0	-2.2
- NC(Cc1cccc2nsnc12)C(=O)O (configuration not stated)
 : -0.3	-6	2.3	-3.9	-4	21	5	-0.2	2.2
- COCCCNc1nc2c(c(=O)[nH]c(=O)n2C)n1CCCc1ccccc1
 : 0.2	3	-0.2	-0.1	-12	-8	-15	-3.7	-0.9
- Oc1cc(Cc2ccccc2)cnc1CN1CCOCC1
 : -0.4	-3	1.0	1.2	-4	2	3	0.0	-1.5
